# Screens (PubChem)
# Chronic BCR inh: blocks chronic active B-cell receptor signaling | ABC-DLBCL IkBa-CBG/CBR reporter, luminescence ratio, 4 h | Potency, µM (titrated, usually from 46.1 µM), for the others: top-dose ratio change, negative = lower green/red ratio, usual class: inhibitors | 340,000 compounds, 0.05% hits | AID 493014; active means well fitted inhibition curve with a large enough effect in the signal ratio, with a control signal flat, not every such curve was filed as active; inconclusive means small, poorly fitted or top-dose-only effect, or effect the other way, or a change in a side signal; the % refers to the signal ratio;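 further: potency means the concentration at half of the fitted maximal effect; plate controls were basal doxycycline-induced cells for no effect and cells given 10 µM MG132 for full effect; MG132 reads +100%, hits lower the ratio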
#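 Doxycycline induced both beetle luciferases in TMD8 lymphoma cells; IKK-driven degradation limits the IkappaBalpha-fused green signal, while red luminescence normalises for cell number and nonspecific effects. Compounds tested up to 46 uM, 4 hrs.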
# TSHR antagonist: blocks TSH signaling through the human TSH receptor. P16473. TSHR-expressing cells, TSH-stimulated cAMP HTRF, 2 h; stronger effect = lower value. activity change, negative = inhibition, % at 11.5 µM. 330,000 compounds, 0.2% hits. AID 504810;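 active means activity change below a set negative limit, meaning inhibition stronger than a set level, cut at about -70% in these data; inconclusive means activity change between two set negative limits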; further: on the % scale 0 is the no-effect control and ±100 the full control effect
#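 Antagonism was scored as loss of TSH-driven cAMP in TSHR cells, stimulated with 4nM TSH (EC80) for 2 hours at 37 deg C and detected by homogeneous HTRF competition immunoassay.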
# Menin-MLL TR inh: inhibitors of human menin-MLL interaction, mutant MLL peptide; 270,000 compounds, 0.23% hits; AID 1768; Menin + Texas Red MLL mutant peptide, fluorescence polarization; Potency, µM (titrated, usually from 61.6 µM), without a hit: top-dose FP activity change, negative = inhibition, hits mostly inhibitors; active means well fitted inhibition curve with a large enough effect in the polarisation, with a control signal flat, not every such curve was filed as active; inconclusive means small, poorly fitted or top-dose-only effect, or effect the other way, or a change in a side signal; inactive means no such curve, though single readings can be large or run the other way; the % refers to the polarisation; further: potency means the concentration at half of the fitted maximal effect; % of control where 0% means no effect; many of its hits are not listed in these tables
# hERG WT inh: blocks the wildtype human KCNH2 potassium channel; U2OS, BacMam KCNH2, thallium flux FluxOr; stronger effect = lower value; Q12809; 340,000 compounds, 0.37% hits; AID 720551; activity change, % at 1.84 µM;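 active means maximum activity change below -70%; inconclusive means maximum activity change between -70% and -50%; inactive means maximum activity change above -50%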; further: on the % scale 0 is the no-effect control and ±100 the full control effect
#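 U2OS cells transduced with wild-type KCNH2 virus are loaded with FluxOr dye for 45 min, and thallium flux is measured in kinetic reads before and after stimulation buffer. Rate constants are normalized to DMSO controls.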
# PKM2 act: activators of human pyruvate kinase M2; P14618; purified PKM2, Kinase-Glo ATP luminescence, activation; response scale: 0% is enzyme alone, no compound; Potency, µM (series often up to 57.5 µM), for the others: at the top dose activation, most hits filed as activators; 260,000 compounds, 0.34% hits; AID 1631; further: potency means the concentration at half of the fitted maximal effect; on the % scale 0 is the no-effect control and ±100 the full control effect; nearly all actives have a fitted effect of over 55% in size
#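 hPK-M2, >95% pure; 0.1 mM ADP / 0.5 mM PEP final; imidazole pH7.2 buffer w/ 7 mM MgCl2, 50 mM KCl; 1 h RT; Kinase-Glo lum. Intermediate enzyme activity for dual inhibitor/activator qHTS.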
# Mito fusion act: inhibitors of mitochondrial division or activators of mitochondrial fusion | AID 485298 | 320,000 compounds, 0.23% hits | S. cerevisiae fusion-defective mutant growth rescue, CellTiterGlo 48 h | Potency, µM (titrated, usually from 46.1 µM), for the others: top-dose growth rescue (activation), most hits filed as activators;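 further: potency means the concentration at half of the fitted maximal effect; % of control where 0% means no effect; nearly all actives have a fitted effect of over 45% in size; temperature-sensitive fusion mutants such as fzo1-1 at 37 °C on non-fermentable ethanol glycerol medium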
#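 Temperature-sensitive fusion-defective S. cerevisiae (e.g. fzo1-1, mgm1-5) were grown with compound in YPEG medium (3% ethanol, 3% glycerol) for 48 hours at 37C. Growth rescue was measured as viability by CellTiterGlo luminescence after 10 minutes at ambient.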
# ASM inhibitor: human S-ASM enzyme inhibition; P17405; placental ASM, HMU-PC fluorogenic substrate, 60 min; Potency, µM (doses to about 57.5 µM), for the others: at the highest dose activity change, negative = inhibition, usual class: inhibitors; 340,000 compounds, 0.006% hits; AID 504937; further: potency means the concentration at half of the fitted maximal effect
#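 Human placenta-derived ASM enzyme was preincubated with compound for 10 minutes at room temperature, then given fluorogenic substrate HMU-PC0 (9 uM final) for 60 minutes at 37 °C; a pH 10 stop preceded fluorescence reading at Ex 386/Em 447 nm.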
# Eya2 inh: inhibitors of human Eya2 phosphatase activity; O00167; recombinant Eya2, OMFP fluorescence dephosphorylation (OMFP is methylfluorescein phosphate); Potency, µM (highest dose often 76.9 µM), inactives show at the top dose activity, negative = inhibition, actives largely listed as inhibitors; 330,000 compounds, 0.006% hits; AID 488837; further: potency means the concentration at half of the fitted maximal effect; on the % scale 0 is the no-effect control and ±100 the full control effect
#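 Eya2 protein (added as 0.2 uM solution) was preincubated with compound for 10 min at ambient temperature in 50 mM HEPES pH 7.5, 50 mM NaCl, 5 uM MgCl2, 0.05% BSA, 1 mM DTT. OMFP (added at 50 uM) then reacted 10 min; fluorescence read at 485/525 nm.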
# GALK inhibitor: inhibitors of human galactokinase | Potency, µM (top dose mostly 57.5 µM), inactives show at the top dose activity change, negative = inhibition, hits mostly inhibitors | 270,000 compounds, 0.007% hits | Purified GALK, Kinase-Glo residual ATP luminescence | P51570; further: potency means the concentration at half of the fitted maximal effect; on the % scale 0 is the no-effect control and ±100 the full control effect
#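 GALK at 5 nM final was combined with compound, 35 uM ATP and 100 uM galactose in HEPES pH8.0 with MgCl2 and DTT. The reaction ran one hour at room temperature before luminescent ATP detection.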
# MBNL1-CUG inh: blocks human MBNL1 binding to CUG repeat RNA. TR-FRET MBNL1-His/biotin-(CUG)12 binding, 665/545 ratio. AID 2675. Q9NR56. Potency, µM (doses to about 57.5 µM), inactives show at the top dose activity change, negative = inhibition, hits mostly inhibitors. 280,000 compounds, 0.036% hits; active means well fitted inhibition curve with a large enough effect in the signal ratio, with a control signal flat, not every such curve was filed as active; inconclusive means small, poorly fitted or top-dose-only effect, or effect the other way, or a change in a side signal; inactive means no such curve, though single readings can be large or run the other way; the % refers to the signal ratio; further: potency means the concentration at half of the fitted maximal effect; on the % scale 0 is the no-effect control and ±100 the full control effect
# Target sequence (Q9NR56 whole entry, looked up): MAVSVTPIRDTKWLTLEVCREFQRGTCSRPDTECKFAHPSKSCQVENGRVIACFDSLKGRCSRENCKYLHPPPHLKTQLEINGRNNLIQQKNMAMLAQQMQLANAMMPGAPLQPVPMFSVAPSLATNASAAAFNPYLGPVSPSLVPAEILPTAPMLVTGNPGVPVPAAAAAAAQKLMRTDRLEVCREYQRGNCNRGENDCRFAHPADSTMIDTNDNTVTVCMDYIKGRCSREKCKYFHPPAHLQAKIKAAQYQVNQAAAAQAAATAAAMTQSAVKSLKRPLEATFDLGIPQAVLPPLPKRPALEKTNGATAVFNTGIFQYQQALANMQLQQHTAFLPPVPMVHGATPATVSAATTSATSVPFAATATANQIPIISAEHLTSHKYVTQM
#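 Compounds (final 92 nM to 58 uM) are added to His-tagged MBNL1 and biotin-(CUG)12, then terbium anti-His antibody and streptavidin-XL665 (5 nM final). After 60 min at room temperature, the 665/545 nm ratio is read.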
# USP2a inh: USP2a (human) protease inhibition | O75604 | USP2 core, Ub-CHOP2 coupled fluorogenic reporter, 485/531 | Potency, µM (series often up to 38.3 µM), for the others: at the top dose activity change, negative = inhibition, actives largely listed as inhibitors | 330,000 compounds, 0.01% hits | AID 463254;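 further: potency means the concentration at half of the fitted maximal effect; plate controls were DMSO wells for no effect and full inhibition by NEM control for full effect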
# Target sequence (O75604 whole entry, looked up): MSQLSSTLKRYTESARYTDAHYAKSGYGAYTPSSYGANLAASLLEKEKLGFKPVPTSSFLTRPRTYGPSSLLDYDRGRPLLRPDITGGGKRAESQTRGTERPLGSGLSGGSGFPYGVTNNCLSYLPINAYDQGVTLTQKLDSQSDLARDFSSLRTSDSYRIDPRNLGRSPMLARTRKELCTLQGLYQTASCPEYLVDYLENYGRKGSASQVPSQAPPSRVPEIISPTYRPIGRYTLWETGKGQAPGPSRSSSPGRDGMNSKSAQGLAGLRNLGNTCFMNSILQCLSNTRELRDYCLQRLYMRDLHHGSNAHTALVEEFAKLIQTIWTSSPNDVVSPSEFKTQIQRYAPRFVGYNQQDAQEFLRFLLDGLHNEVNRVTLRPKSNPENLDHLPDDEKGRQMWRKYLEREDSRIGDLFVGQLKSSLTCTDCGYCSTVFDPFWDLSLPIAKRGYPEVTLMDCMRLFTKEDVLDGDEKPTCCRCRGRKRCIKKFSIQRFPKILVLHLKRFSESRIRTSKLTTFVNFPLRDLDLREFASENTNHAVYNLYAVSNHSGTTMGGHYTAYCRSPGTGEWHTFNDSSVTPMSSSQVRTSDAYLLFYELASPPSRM
#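 USP2 core (10nM final) preincubated 30min RT with compound in 20mM Tris-HCl pH 8.0, 2mM CaCl2, 2mM beta-mercaptoethanol, 0.05% CHAPS; 25nM Ub-CHOP2 plus 25nM reporter substrate added, fluorescence (Ex485/Em531) read after 60min.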
# Starred values were filed as active, the others as inactive; ? = inconclusive; nt = not tested or not shown; [ ] = dose if it differs, or a comment. Unless noted, the call rests on the fitted dose curve; in most records, active means well fitted curve in the direction sought with a large enough effect; inconclusive means small, poorly fitted or top-dose-only effect, or another doubt; inactive means no such curve, though single readings can be large; an effect the other way counts as inactive or inconclusive. Some of the compounds tested (hit frequency here may not be typical).
SMILES	Chronic BCR inh	TSHR antagonist	Menin-MLL TR inh	hERG WT inh	PKM2 act	Mito fusion act	ASM inhibitor	Eya2 inh	GALK inhibitor	MBNL1-CUG inh	USP2a inh
COc1cc(/C=C/C(=O)O)cc(S(=O)(=O)Nc2ccc3nc(SC)sc3c2)c1OC	8.0%	-8.0	?	-3.6	-0.7%	1.0%	-0.4%	18.6%	-3.0%	10.2%	-1.8%
CC12CCC(C(=O)N(CCCCN3CCN(c4ccccn4)CC3)C1=O)C2(C)C (stereo not drawn)	0.0%	11.0	-19.7%	1.3	1.9%	-0.2%	4.3%	6.9%	5.3%	7.9%	1.2%
COc1ccc(CNC(=O)c2ccc(-c3ccccc3)cc2)cc1	?	-8.7	11.7%	-10.7	3.4%	-1.5%	1.8%	9.0%	-1.6%	6.7%	-0.6%
COc1ccc(C)cc1-n1nnnc1SCC(=O)NNC(=O)c1ccc([N+](=O)[O-])cc1	2.8%	9.9	16.0%	-4.2	-5.8%	-0.4%	-1.3%	1.6%	1.0%	?	-0.1%
CC(C(=O)O)N1C(=O)C2C3CC(C2C1=O)C1C(c2ccccc2)c2sc(=O)[nH]c2SC31 (stereo not drawn)	3.8%	9.5	14.1%	0.7	-0.2%	-0.3%	10.4%	-1.0%	-6.8%	-6.1%	-0.9%
O=[N+]([O-])c1ccc(S(=O)(=O)N2CCC3(CC2)OCCN3S(=O)(=O)c2cccs2)cc1	9.8%	3.7	nt	1.1	nt	8.5%	-1.7%	2.4%	nt	nt	2.6%
COc1ccccc1CNC(=O)CN1C(=O)NC2(CCCCCCC2)C1=O	0.4%	190.4	nt	3.5	nt	nt	1.3%	4.0%	nt	nt	2.1%
O=C(Nc1ccc(F)c([N+](=O)[O-])c1)c1ccc2c(c1)C(=O)OC2=O	?	-12.6	nt	nt	-0.4%	-2.8%	nt	15.0%	-1.4%	?	-0.9%
Cc1ccc(/C=N/NC(=O)CNC(=O)c2cccs2)o1	-2.0%	-9.4	5.2%	-2.5	1.0%	-1.0%	-0.3%	9.1%	1.6%	nt	11.2%
CC1CC(C)CN(C(=O)CSc2ccsc2[N+](=O)[O-])C1 (stereo not drawn)	-0.5%	-14.8	-2.7%	-6.6	2.1%	11.0%	-4.8%	-16.4%	-0.5%	?	2.0%
CNC(=S)NCc1ccc2[nH]c3c(c2c1)CCCC3	3.2%	14.2	16.9%	-1.6	0.0%	6.0%	-0.8%	2.8%	-1.6%	3.8%	11.5%
Cc1cccc(-n2ncc3c(NCc4cccs4)ncnc32)c1	?	-29.3	?	-1.7	11.1%	8.3%	-1.3%	-2.0%	-0.2%	-7.6%	4.4%
O=S(c1ccc2ccccc2c1)c1cnns1 (stereo not drawn)	?	-5.2	-0.1%	1.3	-5.2%	-5.7%	1.8%	-13.6%	-1.2%	3.5%	2.2%
COc1ccc(OC)c(-c2csc(NC(=O)Cc3ccc(F)cc3)n2)c1	?	-13.7	nt	-7.4	nt	-12.5%	-5.9%	-1.4%	-2.9%	-4.1%	-0.3%
Nc1ncnc2c1ncn2[C@@H]1O[C@H](CNC(=O)[C@@H](N)C2CCCCC2)[C@@H](O)[C@H]1O	?	-3.4	nt	-5.6	nt	nt	-0.1%	0.0%	nt	nt	3.1%
CCCN(CCC)CCCNC(=S)Nc1ccc2nc(N3CCN(CC)CC3)cc(C)c2c1	?	4.7	-6.6%	-5.9	-10.6%	-7.3%	132.5%[activator]	-13.1%	0.1%	-6.7%	1.0%
CC(C)c1nnc(NC(=O)C2CCCN2C(=O)Nc2ccccc2[N+](=O)[O-])s1 (stereo not drawn)	-6.4%	8.2	-12.0%	nt	nt	-0.1%	-10.4%	2.7%	11.4%	?	-0.9%
O=C(Cn1cnc2c(nnn2Cc2ccccc2)c1=O)N1CCCc2ccccc21	-9.1%	-6.7	5.6%	-0.4	1.1%	-0.9%	3.3%	-12.6%	-0.8%	1.3%	1.7%
O=C(COc1ccccc1Cl)NCc1ccccc1	3.7%	-6.5	-3.1%	-15.7	-0.1%[11.5 µM]	0.9%	-2.1%	-8.1%	-3.7%	5.2%	-1.4%
O=C(NCc1cccs1)C1CCCN1C(=O)Nc1ccccc1 (stereo not drawn)	2.7%	-3.3	-17.9%	-8.8	-2.1%	0.4%	0.8%	-4.9%	1.0%	-1.9%	1.6%
O=C(O)c1ccc2c(c1)C(=O)N(CCc1ccccc1)C2=O	-4.9%	8.9	-9.8%	14.0	-4.8%	3.3%	1.6%	-2.8%	-3.1%	?	1.5%
O=C(O)c1nn(CC(=O)N2CCN(S(=O)(=O)c3ccc(Cl)cc3)CC2)c(=O)c2ccccc12	-14.4%	5.6	nt	-4.1	-2.0%	1.0%	-2.2%	-3.6%	2.3%	-8.1%	-0.7%
Cc1ccc(NC(=O)CNc2ccccc2CN(C)C2CCCCC2)cc1	?	14.9	-10.1%	3.5	-3.9%	-0.2%	-6.8%	10.1%	14.4%	-3.8%	-6.9%
Cc1nc(Cl)c2c(n1)NC1=C(O2)C(=O)CCC1	5.3%	-6.0	6.3%	0.6	-0.5%	3.6%	3.3%	17.2%	2.7%	?	?
Cc1cc(C)n2nc(C(=O)OCC(=O)NCc3ccccc3)nc2n1	-1.0%	-3.0	nt	17.4	nt	-3.5%	-0.8%	3.3%	nt	nt	0.8%
S=C(Nc1ccc2c(c1)OCO2)Nc1ccc2c(c1)OCO2	1.1%	-3.0	-8.3%	11.1	-4.5%	-4.6%	5.1%	-3.0%	nt	?	2.6%
Cc1ccc(/C=N\NC(=O)C2CC(=O)N(c3ccccc3)C2)o1 (stereo not drawn)	?	3.1	nt	5.0	12.4%	3.7%	0.4%	13.3%	1.1%	8.8%	0.7%
COc1ccc(C)c2sc(=NC(=O)c3cccc(N4C(=O)CCC4=O)c3)n(C)c12	?	-10.8	nt	3.6	2.3%	-1.3%	43.6%	-5.9%	-2.4%	3.8%	-3.4%
CCn1c(CC(=O)Nc2ccccc2)nnc1SCC(=O)Nc1nncs1	0.6%	9.9	-18.3%	18.9	-8.0%	-1.4%	2.2%	6.2%	-2.0%	-5.8%	0.3%
O=C(N=C1c2ccccc2CN1c1ccccc1)c1cccc([N+](=O)[O-])c1	?	0.5	-2.4%	5.0	0.6%	26.7%	-0.8%	3.4%	nt	?	1.3%
CCc1nc(NCCN2CCOCC2)c2oc3ccccc3c2n1	?	-7.5	-10.6%[11.7 µM]	22.4	-0.4%	-3.5%	-2.1%	-2.8%	0.7%	-1.2%	-0.8%
Cc1cccc(NC(=O)Cn2c(C)c(C#N)c3ccccc32)c1C	5.7%	-2.7	1.2%	3.8	-3.8%	8.3%	1.4%	13.5%	0.7%	3.1%	0.8%
O=C1CCC(C(=O)N2CCCO2)CN1Cc1cccc(C(F)(F)F)c1 (stereo not drawn)	0.8%	-3.5	-17.8%	17.6	-3.8%	2.3%	2.6%	-3.8%	8.0%	1.9%	-1.7%
N#Cc1c(NC(=O)CSc2nnc(-c3ccncc3)n2CC2CCCO2)sc2c1CCCC2 (stereo not drawn)	-1.0%	-1.8	-18.4%	-8.3	-8.1%	-3.3%	-1.4%	6.3%	-2.6%	-3.2%	1.7%
CC(=O)NC1C2CN3CCN(C2)CC1(Cc1ccccc1)C3 (stereo not drawn)	?	2.5	0.0%	-3.4	-10.9%	3.7%	0.1%	10.8%	nt	-18.6%	3.2%
